LYP phosphatase: PTPN22 lymphoid phosphatase activity blockers – biochemical, fluorescence intensity, uHTS (AID 1779) | recombinant LYP phosphatase, fluorescence intensity; higher % means a stronger effect | hit rate 0.054% among 290,000 | one-dose inhibition, % at 11.5 µM; IC50 in µM for titrated hits; in the data active means inhibition above about 50%;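 further: plate controls were vehicle with enzyme for no effect and no enzyme for full effect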
Large T inhibition: SV40 large T antigen inhibitors, biochemical (AID 1903); SV40 large T antigen ATPase/helicase inhibition assay; higher % means a stronger effect; inhibition, % at 20 µM; hits with a dose series show IC50 in µM; hit rate 0.39% among 310,000; in the data active means a potency from the dose series; inconclusive means inhibition mostly from about 32% at the one dose, without a potency; inactive means the rest, 99 in 100 with inhibition below about 32%; further: strong numbers were not always called active
Salmonella PhoP GFP: inhibitors of PhoP regulon expression, primary screen, Salmonella Typhimurium, GFP reporter (AID 1863). S. Typhimurium PhoP-regulated promoter GFP reporter, 4 h; higher % means a stronger effect. inhibition, % at 50 µM; hits with a dose series show IC50 in µM. hit rate 0.16% among 300,000;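 active means inhibition over 29.93%, a cutoff 3 SD above the screen mean, later confirmed by dose response; inconclusive means inhibition over 29.93% but no dose response follow-up; inactive means inhibition at most 29.93% or unconfirmed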;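 further: 0% = low Mg2+ inducing control and 100% = high Mg2+ repressing control; strong numbers were not always called active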
CSM14.1 death rescue: protection against thapsigargin-triggered cell killing – 384-well, CSM14.1, ATP luminescence, primary screen (AID 1222); 190,000 tested, under 10 active; CSM14.1 thapsigargin-induced death rescue, ATP luminescence; higher % means a stronger effect; one-dose cellular ATP content (survival), % at 20 µM; EC50 in µM for titrated hits;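 active means EC50 below 50 µM in the dose-response confirmation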;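 further: death triggered by thapsigargin at about 15 µM added after 2 h compound pretreatment; cell ATP read after overnight thapsigargin exposure of roughly 18 to 22 hours; normalized against plate controls of thapsigargin alone and 5% DMSO vehicle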
West Nile virus CPE: inhibition of WNV-induced cytopathic effect – cell-based, CPE readout (AID 1621) | hit rate 0.02% among 290,000 | one-dose CPE inhibition, % at 10 µM; IC50 in µM for titrated hits | West Nile virus-infected cells, CPE inhibition; higher % means a stronger effect; in the data active means a potency from the dose series; inconclusive means CPE inhibition mostly from about 3.7% at the one dose, without a potency; inactive means the rest, 99 in 100 with CPE inhibition below about 2.2%; further: strong numbers were not always called active
GPR35 arrestin U2OS: inhibition of zaprinast-stimulated GPR35 beta-arrestin translocation – imaging, U2OS, beta-arrestin-GFP, zaprinast agonist, primary screen (AID 2058); U2OS GPR35 beta-arrestin-GFP translocation imaging, zaprinast antagonism; higher % means a stronger effect; inhibition, % at 10 µM, or IC50 in µM where a hit was titrated; hit rate 0.052% among 290,000;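 active means inhibition of at least 50% with at least 30 cells and total cytoplasm GFP at most 10,000,000; inconclusive means under 30 cells or total GFP of 10,000,000 plus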
RSV CPE inhibition: RSV antiviral activity via CPE protection, HEp-2 cells, primary 10 µM value included (AID 2391) | HEp-2 cells, RSV-induced CPE inhibition; higher % means a stronger effect | one-dose CPE inhibition, % at 10 µM; IC50 in µM for titrated hits | hit rate 0.13% among 310,000; in the data active means a potency from the dose series; inconclusive means CPE inhibition mostly from about 23% at the one dose, without a potency; inactive means the rest, 99 in 100 with CPE inhibition below about 21%; further: strong numbers were not always called active
MgcRacGAP inhibition: MgcRacGAP GTPase-activating activity inhibitors, confirmation, biochemical, ADP Hunter fluorescence. inhibition, % at 30 µM; hits with a dose series show IC50 in µM. MgcRacGAP-stimulated Rac1 GTP hydrolysis, ADP Hunter fluorescence; higher % means a stronger effect; GST-tagged Rac1 F28L mutant substrate. hit rate 0.6% among 340,000;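 active means first-screen hits whose inhibition reached a set limit at any dose in the follow-up dose series; inconclusive means inhibition above the set first-screen limit but never retested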;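 further: fluorescence reports GDP produced by GAP-driven GTP hydrolysis; strong numbers were not always called active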
Dengue-2 NS5 capping: flavivirus cap methylation enzyme inhibition – biochemical, confirmation dose response, primary screen (AID 588689). Dengue-2 NS5 methyltransferase capping enzyme assay, biochemical; higher % means a stronger effect. inhibition, % at 25 µM; hits with a dose series show IC50 in µM. hit rate 0.3% among 340,000; in the data active means a potency from the dose series; inconclusive means inhibition above about 29% without an active follow-up result
* = called active by the depositor; ? = inconclusive; · = no result given.

Order of results – West Nile virus CPE	LYP phosphatase	Large T inhibition	MgcRacGAP inhibition	GPR35 arrestin U2OS	CSM14.1 death rescue	Salmonella PhoP GFP	Dengue-2 NS5 capping	RSV CPE inhibition
COc1ccccc1-c1ccc(C(=O)O)o1
  ·	-4%	18%	4%	-2%	4.4%	-10%	1%	1.8%
COC(=O)C1CC(c2c(OC)cc(OC)cc2OC)=NO1 (stereo not drawn)
  -0.1%	0%	-3%	9%	-17%	-0.9%	-11%	1%	2.0%
COc1ccc(C(C#N)N2CCCCC2)cc1OC (stereo not drawn)
  1.2%	-10%	-3%	-1%	18%	2.5%	5%	-2%	-1.2%
N#CC1=C(N)Oc2cc(O)ccc2C1C1CCCCC1 (stereo not drawn)
  0.0%	-8%	2%	14%	3%	-1.4%	2%	-3%	-0.2%
CC(=O)Nc1ccc2nc(NC(=O)COc3ccc([N+](=O)[O-])cc3)sc2c1
  -0.1%	-12%	33%	4%	7%	1.4%	-3%	-9%	-0.3%
COc1cccc(NS(=O)(=O)c2cc(C)ccc2OC)c1
  -0.3%	-5%	-4%	-9%	16%	-3.3%	-5%	-1%	3.6%
CCOc1ccccc1NC(=O)CSc1nnc(CNC(=O)c2ccco2)o1
  0.4%	-3%	6%	8%	-6%	12%	-5%	-2%	2.1%
CC(Sc1ccc(S(=O)(=O)N2CCOCC2)cc1[N+](=O)[O-])C(=O)O (stereo not drawn)
  0.6%	2%	-17%	0%	0%	-0.7%	12%	7%	2.8%
CCCCCCCCC(=O)N/N=C(\C)c1ccco1
  -0.9%	3%	1%	6%	0%	-1.2%	10%	-5%	0.9%
CC[C@@H](C)[C@H](NC(=O)Cc1c(C)c2cc3c(C)c(C)oc3c(C)c2oc1=O)C(=O)O
  -0.6%	-2%	28%	·	2%	·	1%	1%	2.1%
Cc1cc(C(=O)N2CCCC(CNS(=O)(=O)c3cccs3)C2)nn1C (stereo not drawn)
  0.0%	-6%	4%	5%	15%	0.4%	-6%	3%	1.2%
CC(C)Oc1ccc(N2CC(C(=O)OCC(=O)NCc3ccccc3)CC2=O)cc1 (stereo not drawn)
  -0.1%	-7%	4%	4%	4%	-0.8%	9%	-1%	0.2%
CSc1ccccc1OC1CCN(Cc2ccccc2)CC1
  -0.2%	-4%	7%	4%	-16%	-4.6%	-11%	-2%	-0.4%
Cc1ccc(S(=O)(=O)c2nc(-c3ccccc3)oc2NCc2cccnc2)cc1
  -0.1%	-1%	4%	9%	16%	3.8%	3%	-8%	1.6%
Cc1cccc(C)c1OCc1nnc(SCC(=O)NCCc2ccccc2)o1
  0.3%	-1%	1%	5%	5%	1.0%	3%	3%	1.2%
O=C(O)c1ccccc1/C=N/NC(=O)C1CCCCC1
  0.1%	-6%	6%	1%	-7%	·	-11%	3%	0.7%
CCCCn1c(N)c(N(CC(C)C)C(=O)C2CC(=O)N(c3ccc4c(c3)OCCO4)C2)c(=O)[nH]c1=O (stereo not drawn)
  ·	·	11%	3%	·	·	-3%	-6%	0.1%
COc1cccc(N(C(=O)Cn2nnc(-c3ccc(C)cc3)n2)C(C(=O)NC(C)(C)C)c2c[nH]c3ccccc23)c1 (stereo not drawn)
  -0.8%	7%	7%	3%	8%	-4.0%	-10%	1%	9.9%
COc1ccc2c(c1)CC(=O)NC=C2
  0.0%	-7%	5%	8%	5%	0.0%	-2%	-3%	-0.5%
CCN(Cc1ccccc1)C(=O)CN1C(=O)COc2ccc(S(=O)(=O)NC3CCCC3)cc21
  -0.7%	-9%	0%	-16%	3%	·	-12%	-7%	0.3%
CCN(CC)c1ccc(NC(=O)COc2ccccc2C#N)cc1S(=O)(=O)Nc1ccc(OC)cc1
  -1.2%	16%	8%	12%	8%	0.1%	-13%	-13%	8.6%
CCOc1ccc(/C(O)=C2/C(=O)C(=O)N(CCCn3ccnc3)C2c2cccs2)cc1Cl (stereo not drawn)
  -0.2%	-9%	13%	9%	13%	-1.4%	-22%	-3%	0.9%
COc1ccc(C2C(C(=O)NCC3CCCO3)CCC(=O)N2c2ccc3c(c2)OCO3)cc1 (stereo not drawn)
  -0.5%	-5%	6%	6%	-6%	0.3%	-1%	1%	2.2%
O=C(N/N=C/c1cccs1)c1cccnc1
  0.1%	-7%	6%	·	-2%	·	-4%	·	-2.1%
COc1ccccc1CN1CCC(n2nccc2NC(=O)CCCc2ccccc2)CC1
  -1.3%	0%	25%	12%	4%	·	-3%	-1%	?
CCc1nc(SCc2nc3ccccc3[nH]2)c2oc3ccccc3c2n1
  ?	1%	6%	9%	0%	1.9%	11%	-2%	5.4%
CC(C)c1nc2c(c(=O)n(C)c(=O)n2C)n1C
  0.1%	-3%	4%	4%	2%	·	3%	-7%	1.1%
COc1cc(C(=O)NC2CCCCC2)ccc1OC1CCN(C(C)=O)CC1
  -0.6%	-8%	12%	11%	8%	·	8%	·	1.2%
Cc1nc2ccccc2n(CC(=O)Nc2cc(Cl)cc(Cl)c2)c1=O
  -1.0%	1%	9%	5%	4%	-1.4%	0%	12%	2.4%
CC(C)(CNC(=O)c1sc2cc(F)ccc2c1Cl)N1CCOCC1
  -1.0%	-10%	6%	8%	-9%	-5.2%	-32%	4%	5.4%
CC1CCN(C(=O)CSc2nc3cccnc3n2C)CC1
  -0.3%	-5%	-1%	0%	2%	-0.7%	3%	2%	0.3%
C#CCOCCOCCOCCNc1nc(N2CCN(C(=O)[C@H](CCC(=O)O)n3cc(C(N)CC(C)C)nn3)CC2)nc(N2CCN(C(=O)[C@H](CCC(=O)O)n3cc(C(N)[C@H](C)CC)nn3)CC2)n1 (stereo partly drawn)
  -0.6%	-6%	0%	4%	49%	-0.7%	-12%	-6%	1.6%
Cc1ccc(N(CC(=O)NC(C)(C)C)C(=O)CNC(=O)c2cccs2)c(C)c1
  -0.2%	-10%	0%	2%	-13%	1.5%	9%	-9%	-1.2%
O=C(NCc1ccc(Cl)cc1)c1ccc(CSc2nc3ccncc3[nH]2)cc1
  0.6%	-6%	19%	1%	1%	·	-4%	-9%	?
Cc1ccc(OCCNC(=O)c2cncc(Br)c2)cc1C
  ?	2%	20%	10%	7%	2.0%	-10%	5%	-0.1%
CCSC1=N/C(=C\c2ccc(OC)cc2)C(=O)N1
  0.2%	-1%	19%	8%	-8%	7.5%	-4%	-3%	2.4%
CCOc1cc(/C=N/NC(=O)C(=O)Nc2cc(Cl)ccc2C)ccc1O
  -0.6%	5%	5%	5%	14%	-2.3%	-4%	-5%	0.5%
COc1ccc(CN2CCCC(C(=O)N3CCc4ccccc4C3)C2)cc1OC (stereo not drawn)
  -0.1%	-7%	6%	30%	-5%	·	-1%	-5%	1.0%
O=C1C=C(Nc2ccccc2)CC(c2ccccc2)C1 (stereo not drawn)
  -0.6%	0%	-6%	0%	4%	-1.1%	1%	-3%	2.5%
Cn1c(=O)n(/N=C/c2ccccc2)c2ccccc21
  1.1%	0%	7%	5%	5%	-1.3%	7%	-2%	14%
COc1ccc(-c2noc(N3CCC(C(=O)NCCCN4CCC(C)CC4)CC3)n2)cc1
  -1.0%	-10%	4%	10%	5%	·	·	-6%	0.6%
Cc1ccc(NC(=O)CCCC(=O)OC(C)C(=O)c2ccccc2)cc1 (stereo not drawn)
  -0.3%	-4%	12%	1%	-9%	·	-2%	-3%	1.2%
Cc1ccc(C)c(S(=O)(=O)NCC(c2ccc3c(c2)OCO3)N2CCOCC2)c1 (stereo not drawn)
  ·	·	7%	5%	·	·	-6%	-1%	-1.6%
CCc1c(C)nc2ncnn2c1N1CCC(C(=O)Nc2ccc(C)cc2)CC1
  -0.3%	-9%	-3%	5%	-13%	7.2%	7%	-6%	8.2%
CSc1nc(O)c(C(c2ccc(OC(C)C)cc2)c2c(O)nc(SC)[nH]c2=O)c(=O)[nH]1
  ·	·	55%	18%	·	·	·	33µM*	0.6%
Cc1ccc(OCCn2c(Br)nc3c2c(=O)n(C)c(=O)n3C)cc1
  -0.3%	-1%	6%	-6%	-7%	-0.1%	-1%	-1%	-1.1%
Cc1cccc(NC2=NCC(=O)N2CCc2ccccc2)c1
  -0.8%	-9%	14%	-5%	18%	-0.9%	-5%	-12%	1.0%
Cc1ccc(NC(=O)c2ccco2)cc1NC(=O)CSc1nnc(-c2cccs2)n1C
  0.4%	4%	7%	1%	-11%	·	15%	0%	2.2%
Cc1noc(C)c1COC(=O)CCCNC(=O)c1ccc(Cl)cc1
  0.7%	3%	12%	6%	2%	·	1%	-7%	-0.5%
Cc1cccc(NC(=O)/C=C/c2ccc3c(c2)OCO3)n1
  -1.1%	2%	6%	3%	-4%	-4.6%	12%	1%	0.4%
Cc1[nH]n(-c2ccccc2)c(=S)c1C=Nc1cccc([N+](=O)[O-])c1
  -0.4%	-8%	31%	?	7%	-2.6%	3%	17%	1.0%

Compound activity: PubChem BioAssay, several laboratories
